C diff growth – C. difficile growth inhibitors, primary screen, HTS | Clostridium difficile clinical isolate growth, OD600, 24 h; hits give low values | growth activity, negative = inhibition, % at 16 µg/mL (by protocol) | actives 0.25% (n = 86,000) | AID 1259249, 2017;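 active = mean growth activity at or below -80% and every replicate also at or below -80%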;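 also: 0% = DMSO wells and -100% = levofloxacin 16 µg/mL wells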
Pf Dd2 inh – P. falciparum Dd2 growth inhibitors, primary screen, SYBR Green fluorescence, single dose replicates; activity change, % at 10 µM; AID 1159554, 2015; 72 h; hits give low values; actives 2.3% (n = 94,000); in the data active = activity change below about -80%
Tcruzi prolif – T. cruzi intracellular proliferation inhibitors, primary screen, cell-based, beta-gal Tulahuen parasites, NIH3T3 host, luminescence; T. cruzi beta-gal in NIH3T3, GalScreen luminescence, 90 h; inhibition, % at 8.34 µM; actives 5.9% (n = 77,000); AID 624255, 2012;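 active = mean inhibition above about 93%, with at least 55% of replicates each passing it, limit read from the data, passing the limit was not always enough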
KDM4C inh – inhibitors of GASC-1 (KDM4C) histone demethylase, primary screen, biochemical, single concentration HTS | inhibition, % at 12.5 µM | Lysine-specific demethylase 4C (Homo sapiens), Q9H3R0 | actives 0.15% (n = 96,000) | GST-KDM4C 2-372, H3K9me3 peptide, LANCE TR-FRET;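 active = mean replicate inhibition above about 25%, with at least 55% of replicates also reaching it, limit read from the data, passing the limit was not always enough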
Target sequence (Q9H3R0 2-372 limits assumed): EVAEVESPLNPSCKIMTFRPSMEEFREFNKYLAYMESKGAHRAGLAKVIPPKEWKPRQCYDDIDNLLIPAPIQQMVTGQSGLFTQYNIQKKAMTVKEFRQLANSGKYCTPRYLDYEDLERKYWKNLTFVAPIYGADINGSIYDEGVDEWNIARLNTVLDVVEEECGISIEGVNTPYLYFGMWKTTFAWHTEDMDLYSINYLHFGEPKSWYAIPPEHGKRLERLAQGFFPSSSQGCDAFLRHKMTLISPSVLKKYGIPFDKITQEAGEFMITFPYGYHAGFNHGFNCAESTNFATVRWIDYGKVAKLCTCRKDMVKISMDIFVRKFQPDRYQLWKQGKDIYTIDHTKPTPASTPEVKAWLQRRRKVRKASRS
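System: N-terminal GST-fused human GASC-1 (KDM4C) fragment, residues 2-372 / Amount: 10 nM GST-KDM4C in enzyme reaction / Also added: H3K9me3 peptide with Fe(II)/2OG / Times: 30 min demethylation and 1 h detection at room temperature / Signal: LANCE TR-FRET / Read-out basis: Fall in 671/618 emission ratio as inhibition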
An asterisk follows results filed as active; . = no result given; & = joins results of further samples. Compounds as they come; any-hit rate near 7.3%.

SMILES	C diff growth	Pf Dd2 inh	Tcruzi prolif	KDM4C inh
Cc1noc(C)c1S(=O)(=O)Nc1ccc2c(c1)CC(=O)N([C@@H](C)CO)C[C@H](C)[C@H](CN(C)CC1CC1)O2	-5	29	3	0.1
COc1ccc2c3c(n(C)c2c1)[C@H](CO)N(C)CC31CN(S(=O)(=O)c2cccc(F)c2)C1	1	-6	.	0.1
C[C@@H]1CN([C@H](C)CO)C(=O)c2cc(N(C)C)ccc2O[C@@H](C)CCCCO[C@H]1CN(C)S(C)(=O)=O	-1	-24	22	10
COCC#Cc1ccc2c(c1)O[C@H](CN(C)Cc1ccccc1F)[C@H](C)CN([C@@H](C)CO)S2(=O)=O	-1	-19	-25	-0.7
CO[C@H]1CN(C)C(=O)c2ccc(NC(=O)Nc3ccccc3)cc2OC[C@@H](C)N(C(=O)CN(C)C)C[C@@H]1C	.	-26	-17	-0.3
CO[C@@H]1CN(C)C(=O)c2ccc(NS(=O)(=O)c3ccc(C)cc3)cc2OC[C@@H](C)N(C)C[C@@H]1C	-2	.	31	2.2
COc1ccccc1NC(=O)N1C[C@@H]2[C@H](c3ccccc31)[C@@H](CO)N2CC1CCCC1	4	-48	-30	-1.7
CO[C@H]1CN(C)C(=O)c2ccc(NC(=O)c3nc4ccccc4s3)cc2OC[C@H](C)N(Cc2ccncc2)C[C@@H]1C	.	-93*	.	2.0
COc1ccccc1S(=O)(=O)N[C@@H]1C=C[C@@H](CC(=O)N2CCN(C)CC2)O[C@@H]1CO	-2	21	-86	0.7
C[C@H]1CN([C@@H](C)CO)S(=O)(=O)c2ccc(C#Cc3cccnc3)cc2O[C@@H]1CN(C)C(=O)C1CC1	-12	-9	67	-1.6
COc1ccccc1-c1ccc([C@@H]2[C@H]3CN(C(=O)c4ccncc4)CCCCN3[C@H]2CO)cc1	-6	20	-17	1.7
Cc1noc(C)c1S(=O)(=O)N(C)C[C@H]1Oc2ccc(NC(=O)Cc3cn(C)c4ccccc34)cc2CC(=O)N([C@@H](C)CO)C[C@H]1C	-4	-59	60	-1.6
CCNC(=O)C[C@H]1CC[C@H]2[C@@H](COc3ccc(NC(=O)Nc4ccccc4OC)cc3C(=O)N2C)O1	-6	3	3	0.9
C[C@@H]1CN([C@@H](C)CO)C(=O)c2cc(NS(=O)(=O)c3ccccc3)ccc2O[C@@H](C)CCCCO[C@H]1CN(C)S(=O)(=O)c1ccc(Cl)cc1	4	-63	.	0.0
COc1ccc(NC(=O)N(C)C[C@H]2Oc3ccc(NC(=O)C4CCCCC4)cc3CC(=O)N([C@@H](C)CO)C[C@H]2C)cc1	4	-9	7	0.7
COc1ccccc1-c1cnc2c(c1)C(=O)N([C@@H](C)CO)C[C@@H](C)[C@@H](CN(C)C(=O)c1ccccc1)O2	59	-32	77	.
Cc1ccccc1-c1cnc2c(c1)C(=O)N([C@@H](C)CO)C[C@@H](C)[C@H](CN(C)Cc1cncnc1)O2	-2	-18	.	0.4
COc1ccc(NC(=O)Nc2ccc3c(c2)C(=O)N([C@H](C)CO)C[C@@H](C)[C@H](CN(C)C(=O)NC2CCCCC2)O3)cc1	-5	4	-49	0.2
COc1ccc(S(=O)(=O)N(C)C[C@@H]2Oc3cc(C#CC4CC4)ccc3S(=O)(=O)N([C@@H](C)CO)C[C@H]2C)cc1	9	-76	112*	1.3
COCC(=O)Nc1ccc2c(c1)OC[C@H](C)N(C(=O)NC(C)C)C[C@@H](C)[C@@H](OC)CN(C)C2=O	.	0	37	-0.2
C[C@H]1CN([C@@H](C)CO)C(=O)Cc2cc(NS(=O)(=O)c3cn(C)cn3)ccc2O[C@@H]1CN(C)CC1CC1	0	-5	46	0.2
O=C(C[C@@H]1CC[C@H]2[C@@H](COC[C@H](O)CN2S(=O)(=O)c2cccc(Cl)c2)O1)NCCCN1CCOCC1	38&35	6	.	0.8
COCC(=O)N1[C@@H](C#N)[C@@H](c2ccc(C3=CCCCC3)cc2)[C@@H]1CO	3	44	69	1.6
COc1ccc(NC(=O)N(C)C[C@H]2Oc3c(NS(=O)(=O)c4ccc(C)cc4)cccc3C(=O)N([C@H](C)CO)C[C@H]2C)cc1	5	-7	23	-0.6
C[C@H]1CN([C@@H](C)CO)C(=O)c2cccc(NS(=O)(=O)c3ccc(Cl)cc3)c2O[C@@H]1CN(C)S(=O)(=O)c1cn(C)cn1	.	-4	39	0.3
CN1C(=O)c2cc(NC(=O)c3ccccc3)ccc2OC[C@@H]2O[C@@H](CC(=O)NCC3CC3)CC[C@@H]21	9	-6	-14	0.4
CN(C)CC#Cc1ccc([C@H]2[C@@H](CO)N3C(=O)CN(C(=O)c4ccccc4)C[C@@H]23)cc1	1	15	.	1.3
COc1ccc(NC(=O)Nc2ccc3c(c2)[C@@H]2C[C@H](CC(=O)N4CCc5ccccc5C4)O[C@@H](CO)[C@@H]2O3)cc1	-2	14	10	-6.4
C[C@H](CO)N1C[C@H](C)[C@@H](CN(C)C)Oc2ncc(-c3ccccc3F)cc2C1=O	-1	11	-23	2.1
O=C(CN1CCOCC1)N[C@@H]1CC[C@H](CCNC(=O)Nc2cc(F)ccc2F)O[C@H]1CO	.	9	-19	31*
C[C@@H]1CCCCO[C@@H](CN(C)C(=O)Cc2ccccc2)[C@@H](C)CN([C@H](C)CO)C(=O)c2cc(NC(=O)Nc3ccc4c(c3)OCO4)ccc2O1	7	-16	20	1.0
COCCNC(=O)c1cc2c(c(-c3cccc(C4=CCCC4)c3)n1)[C@@H](CCO)N([S@](=O)C(C)(C)C)C2	.	37	25	1.0
COc1ccc2c3c([nH]c2c1)[C@@H](CO)N(C(=O)NC(C)C)CC31CN(C(=O)C2CCCC2)C1	-4	13	.	-0.4
CC(C)NC(=O)Nc1ccc2c(c1)CC(=O)N([C@H](C)CO)C[C@@H](C)[C@@H](CN(C)Cc1ccncc1)O2	1	6	.	0.9
COc1ccc2c3c(n(C)c2c1)[C@H](CO)N(Cc1ccccc1F)CC31CCN(C(=O)C2CCOCC2)CC1	7	-60	.	-1.3
CC(=O)N(C)C[C@@H]1Oc2cc(C#CC3CC3)ccc2S(=O)(=O)N([C@H](C)CO)C[C@@H]1C	-4	25	42	-1.1
COc1ccc(S(=O)(=O)N(C)C[C@H]2Oc3ccc(NS(=O)(=O)c4ccc(Cl)cc4)cc3C(=O)N([C@H](C)CO)C[C@H]2C)cc1	.	14	7	-1.4
CN1c2ccc(Br)cc2[C@@H]2[C@@H](CCN2C(=O)C2CCC2)[C@@H]1CO	16	-9	.	0.5
O=C([C@@H]1N[C@@H]2c3ccc(C4=CCCCC4)c(=O)n3C[C@@H]2[C@H]1CO)N1CCC(Cc2ccccc2)CC1	41	.	-25	-2.6
C[C@H]1CN([C@@H](C)CO)C(=O)Cc2cc(NS(=O)(=O)c3ccc(Cl)cc3)ccc2O[C@@H]1CN(C)CC1CC1	-10	2	46	0.9
C[C@@H]1CN([C@@H](C)CO)S(=O)(=O)c2ccc(-c3ccccc3)cc2O[C@@H]1CN(C)C(=O)CN(C)C	0	-48	66	3.2
COc1ccc(NC(=O)N(C)C[C@H]2Oc3ccc(NC(=O)Nc4ccccc4)cc3CC(=O)N([C@H](C)CO)C[C@@H]2C)cc1	-6	-32	47	42*
COc1ccc(S(=O)(=O)N(C)C[C@@H]2Oc3ccc(NC(=O)Cc4cn(C)c5ccccc45)cc3CC(=O)N([C@H](C)CO)C[C@H]2C)cc1	-2	-13	-7	9.3
CC(=O)N(C)C[C@@H]1Oc2cc(C#CC3CCCC3)ccc2S(=O)(=O)N([C@@H](C)CO)C[C@H]1C	-3	-42	58	1.2
CCCC#Cc1cnc2c(c1)C(=O)N([C@H](C)CO)C[C@H](C)[C@H](CN(C)C(=O)c1ccccc1)O2	-4	-24	.	7.0

Nothing new here: an excerpt of the list.
SMILES	C diff growth	Pf Dd2 inh	Tcruzi prolif	KDM4C inh
COc1ccc(NC(=O)N(C)C[C@H]2Oc3ccc(NC(=O)Nc4ccccc4)cc3CC(=O)N([C@H](C)CO)C[C@@H]2C)cc1	-6	-32	47	42*
COc1ccc(S(=O)(=O)N(C)C[C@@H]2Oc3ccc(NC(=O)Cc4cn(C)c5ccccc45)cc3CC(=O)N([C@H](C)CO)C[C@H]2C)cc1	-2	-13	-7	9.3
CC(=O)N(C)C[C@@H]1Oc2cc(C#CC3CCCC3)ccc2S(=O)(=O)N([C@@H](C)CO)C[C@H]1C	-3	-42	58	1.2
CCCC#Cc1cnc2c(c1)C(=O)N([C@H](C)CO)C[C@H](C)[C@H](CN(C)C(=O)c1ccccc1)O2	-4	-24	.	7.0

(list continues)
SMILES	C diff growth	Pf Dd2 inh	Tcruzi prolif	KDM4C inh
CCCNC(=O)C[C@H]1C[C@@H]2c3cc(NS(=O)(=O)c4ccc(OC)cc4)ccc3O[C@@H]2[C@@H](CO)O1	-4	0	-22	-0.9
CC(C)C#Cc1cnc2c(c1)C(=O)N([C@H](C)CO)C[C@H](C)[C@@H](CN(C)C(=O)c1ccc3c(c1)OCO3)O2	-3	-46	49	0.9
CNC(=O)C[C@@H]1CC[C@@H]2[C@@H](COc3ccc(NC(=O)NC4CCCC4)cc3C(=O)N2C)O1	-6	9	-8	0.3
COc1ccc(CN(C)C[C@@H]2OCCCC[C@@H](C)Oc3ccc(NS(=O)(=O)c4cccs4)cc3C(=O)N([C@H](C)CO)C[C@@H]2C)cc1	2	-27	-19	-0.6
COCC(=O)N1CC2(C1)CN(Cc1cc(F)ccc1F)[C@@H](CO)c1c2c2ccc(OC)cc2n1C	65	-74	.	0.5
CCS(=O)(=O)N1CC2(CN(C(=O)Nc3c(C)noc3C)[C@H](CO)c3[nH]c4cc(OC)ccc4c32)C1	-2	-4	.	-1.7
Cc1noc(C)c1S(=O)(=O)Nc1ccc2c(c1)C(=O)N([C@H](C)CO)C[C@@H](C)[C@@H](CN(C)C(=O)NC(C)C)O2	-2	20	-64	-0.2
O=C(NCC[C@@H]1CC[C@H](NS(=O)(=O)Cc2ccccc2)[C@@H](CO)O1)C1CC1	-1	14	.	-3.5
C[C@@H]1CN([C@@H](C)CO)S(=O)(=O)c2ccc(C#Cc3ccncc3)cc2O[C@@H]1CN(C)C(=O)Nc1ccc2c(c1)OCO2	0	-12	1	1.0
C[C@H]1CN([C@@H](C)CO)S(=O)(=O)c2ccc(C#CC3CC3)cc2O[C@H]1CN(C)C(=O)Nc1cc(F)ccc1F	.	-71	121*	-2.4
COc1ccccc1NC(=O)N(C)C[C@@H]1OCc2cnnn2CCCC(=O)N([C@H](C)CO)C[C@@H]1C	.	6	-5	.
COc1ccc2c3c(n(C)c2c1)[C@@H](CO)N(CC1CC1)CC31CCN(S(=O)(=O)c2cn(C)cn2)CC1	-4	-7	.	-0.8
Cc1noc(C)c1NC(=O)N[C@@H]1C=C[C@@H](CC(=O)N2CCN(C)CC2)O[C@H]1CO	1	-7	-83	0.0
C[C@H]1CN([C@@H](C)CO)C(=O)c2cc(-c3cccc(F)c3)cnc2O[C@H]1CN(C)C(=O)Nc1cc(F)ccc1F	-17	-8	15	0.1
CC(C)NC(=O)Nc1cccc2c1O[C@H](CN(C)C(=O)Nc1ccccc1)[C@H](C)CN([C@H](C)CO)C2=O	-5	1	7	7.0
C[C@H](CO)N1C[C@H](C)[C@@H](CN(C)C(=O)Nc2ccc3c(c2)OCO3)Oc2ccc(NC(=O)C3CC3)cc2C1=O	3	1	18	0.3
CC(C)NC(=O)N(C)C[C@@H]1OCCCC[C@H](C)Oc2ccc(NS(C)(=O)=O)cc2C(=O)N([C@@H](C)CO)C[C@@H]1C	.	17	-14	0.4
COc1ccc(S(=O)(=O)Nc2ccc3c(c2)C(=O)N([C@H](C)CO)C[C@H](C)[C@H](CN(C)CC2CCCCC2)OCCCC[C@H](C)O3)cc1	1	-79	75	-1.1
CC=Cc1ccc2n(c1=O)C[C@H]1[C@H](CO)[C@@H](C(=O)Nc3ccc(-c4ccccc4)cc3)N(CCC)[C@@H]21 (mixture of isomers)	8	-29	112*	-0.6
Cc1ccccc1S(=O)(=O)N1C[C@@H]2[C@H](c3ccccc31)[C@H](CO)N2C(=O)CC1CC1	-3	-3	63	1.2

Shown with values under each structure: part of the list above.
Values run as follows: C diff growth, Pf Dd2 inh, Tcruzi prolif, KDM4C inh
- CC(C)NC(=O)N(C)C[C@@H]1OCCCC[C@H](C)Oc2ccc(NS(C)(=O)=O)cc2C(=O)N([C@@H](C)CO)C[C@@H]1C
→ ., 17, -14, 0.4
- COc1ccc(S(=O)(=O)Nc2ccc3c(c2)C(=O)N([C@H](C)CO)C[C@H](C)[C@H](CN(C)CC2CCCCC2)OCCCC[C@H](C)O3)cc1
→ 1, -79, 75, -1.1
- CC=Cc1ccc2n(c1=O)C[C@H]1[C@H](CO)[C@@H](C(=O)Nc3ccc(-c4ccccc4)cc3)N(CCC)[C@@H]21 (mixture of isomers)
→ 8, -29, 112*, -0.6
- Cc1ccccc1S(=O)(=O)N1C[C@@H]2[C@H](c3ccccc31)[C@H](CO)N2C(=O)CC1CC1
→ -3, -3, 63, 1.2

Bioassay records from PubChem BioAssay.
